# Assay outcomes from PubChem BioAssay.
# FXIa inh 1536 = human FXIa protease inhibitors, primary screen, biochemical, 1536-well. Coagulation factor XI (Homo sapiens), P03951. purified FXIa, Boc-Glu-Ala-Arg-AMC fluorogenic substrate. inhibition, % at 5 µM. 220,000 compounds, 0.14% hits;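 active = inhibition of at least 40%; inactive = inhibition below 40%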;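 note: fluorescence of freed AMC excited at 355 nm; 0% = enzyme without compound and 100% = no enzyme blank; many of its hits are not listed in these tables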
# p97 inhibitor = inhibitors of human p97 ATPase, primary screen, biochemical; Transitional endoplasmic reticulum ATPase (Homo sapiens), P55072; recombinant p97 ATPase, Kinase-Glo ATP luminescence, 3 h; inhibition, % at 8 µM; 220,000 compounds, 0.42% hits; AID 1481, 2009; in the data active = inhibition above about 15%;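 note: 0% = DMSO vehicle and 100% = wells lacking enzyme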
# eIF4E-4G inh = eIF4E–eIF4G protein interaction inhibitors, primary screen, biochemical, uHTS, TR-FRET, eIF4GI fragment; Eukaryotic translation initiation factor 4E (Mus musculus) + Eukaryotic translation …; TR-FRET eIF4E-eIF4GI(517-606) binding, 2 h; inhibition, % at 21.7 µM; 220,000 compounds, 0.37% hits; AID 782, 2007;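 active = inhibition above about 30%, limit read from the data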;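 note: 0% = full FRET control wells and 100% = background wells lacking eIF4GI fragment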
# KLK5 inh = human KLK5 protease inhibitors, primary screen, biochemical, 1536-well; inhibition, % at 5 µM; recombinant hK5, fluorogenic AMC substrate cleavage; AID 873, 2007; 210,000 compounds, 0.59% hits; Kallikrein-5 (Homo sapiens), Q9Y337;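 active = inhibition of 40% or more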;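 note: 0% = enzyme controls without compound and 100% = no-enzyme blanks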
# FXIIa inh 1536 = human FXIIa protease inhibitors, primary screen, biochemical, 1536-well; Coagulation factor XII (Homo sapiens), P00748; 220,000 compounds, 0.3% hits; purified FXIIa, Boc-QGR-AMC fluorogenic substrate, 2 h; inhibition, % at 5 µM; in the data active = inhibition above about 40%;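 note: 0% = enzyme with no compound and 100% = blank without enzyme; many of its hits are not listed in these tables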
# Wee1 degr inh = Wee1 degradation inhibitors, primary screen, cell-based, HeLa, Wee1K328M-luciferase, luminescence; Wee1-like protein kinase (Homo sapiens), P30291; HeLa Luc-Wee1K328M stability; 100% = proteasome inhibitor MG132 effect; reporter increase, % at 5 µM; 220,000 compounds, 1.2% hits;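 active = activation above the mean of all tested compounds plus 3 SD, set per screening run, cut at about 8.8% in these data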;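 note: cells exposed to compound for 20 h before luminescence read; 0% = DMSO alone and 100% = MG132 at 30 µM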
# Target sequence (P30291 whole entry K328M): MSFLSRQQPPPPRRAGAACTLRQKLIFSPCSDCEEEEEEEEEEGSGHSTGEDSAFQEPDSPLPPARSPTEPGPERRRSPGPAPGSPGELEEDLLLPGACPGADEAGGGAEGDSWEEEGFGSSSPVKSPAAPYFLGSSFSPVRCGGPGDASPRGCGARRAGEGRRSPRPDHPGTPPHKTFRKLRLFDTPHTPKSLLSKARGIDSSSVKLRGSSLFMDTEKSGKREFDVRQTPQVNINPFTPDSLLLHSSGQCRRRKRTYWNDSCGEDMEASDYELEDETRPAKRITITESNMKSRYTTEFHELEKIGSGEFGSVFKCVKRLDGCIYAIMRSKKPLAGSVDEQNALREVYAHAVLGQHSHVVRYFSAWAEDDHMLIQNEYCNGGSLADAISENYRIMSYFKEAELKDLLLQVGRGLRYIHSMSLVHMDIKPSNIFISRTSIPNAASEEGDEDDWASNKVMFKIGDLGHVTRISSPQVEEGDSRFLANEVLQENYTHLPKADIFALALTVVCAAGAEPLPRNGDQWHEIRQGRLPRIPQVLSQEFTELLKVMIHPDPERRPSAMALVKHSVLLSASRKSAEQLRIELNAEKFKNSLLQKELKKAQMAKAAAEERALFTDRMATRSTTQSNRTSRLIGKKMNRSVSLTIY
# 14-3-3 Bad inh = inhibitors of 14-3-3 zeta/Bad binding, primary screen, biochemical, TR-FRET, bovine 14-3-3 zeta | 14-3-3 protein zeta/delta (Bos taurus), P63103 | TR-FRET 14-3-3zeta/Dy647-pBad peptide displacement, 1 h | inhibition, % at 21.7 µM | 220,000 compounds, 0.71% hits | AID 781, 2007;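 active = inhibition above about 70%, limit read from the data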;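 note: 0% = full 14-3-3 plus peptide FRET controls and 100% = background without 14-3-3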
# Mdm2 ligase inh = MDM2-luciferase reporter signal enhancers, primary screen, MDM2 E3 ligase inhibitor project, cell-based, luminescence, 1536-well | E3 ubiquitin-protein ligase Mdm2 (Homo sapiens), Q00987 | cell-based MDM2 ubiquitination luciferase reporter, 2 h; 0 = plate control, 100 = twice control, blank-subtracted | signal enhancement, % at 5 µM | 210,000 compounds, 0.11% hits | AID 1230, 2008;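 active = signal enhancement of 30% or more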;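 note: luminescence tracks abundance of the self-degrading MDM2-luciferase fusion protein; higher signal means inhibition of MDM2 E3 ligase activity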
#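 System: stable MDM2–luciferase fusion reporter cells / Input: 2000 cells seeded into each well / Schedule: 4 h settle plus 2 h compound, 37 °C / Compound: single-point 5 µM / Buffer or medium: cells held in DMEM / Benchmarks: control and blank well means / Evaluation: percent signal gain over controls, blank-subtracted / Measured by: luciferase luminescence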
# Rad51 HR inh = human RAD51 strand exchange inhibitors, primary screen, biochemical, fluorescence | hRad51 DNA strand exchange, fluorescence dequenching | inhibition, % at 10 µM | 200,000 compounds, 0.085% hits | AID 1385, 2008;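 active = inhibition above 40% at the single screening dose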;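 note: 0% = DMSO control wells and 100% = blanks with heterologous ssDNA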
# Target sequence (Q06609 whole entry, looked up): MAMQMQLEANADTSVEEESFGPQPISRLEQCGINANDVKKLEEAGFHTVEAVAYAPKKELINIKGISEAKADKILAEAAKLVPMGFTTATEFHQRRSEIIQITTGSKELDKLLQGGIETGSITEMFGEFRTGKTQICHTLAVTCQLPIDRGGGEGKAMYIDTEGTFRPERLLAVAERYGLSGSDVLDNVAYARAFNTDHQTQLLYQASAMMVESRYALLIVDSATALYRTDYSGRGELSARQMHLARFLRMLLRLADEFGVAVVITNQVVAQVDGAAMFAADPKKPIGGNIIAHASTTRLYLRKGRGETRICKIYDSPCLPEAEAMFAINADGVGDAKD
#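 Test system: preformed human Rad51 ssDNA filaments. Compound dosing: single dose, 10 µM final compound. Incubation: filaments 15 min 37 °C, then compound 30 min. Technique: FRET fluorescence dequenching, excitation 485 nm, emission 520 nm. Read-out basis: percent inhibition from fluorescence, normalised to plate control and blank means. Benchmarks: plate controls and plate blanks.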
# Numbers without * were called inactive; . = no result given; [ ] = remark or other dose.
SMILES,FXIa inh 1536,p97 inhibitor,eIF4E-4G inh,KLK5 inh,FXIIa inh 1536,Wee1 degr inh,14-3-3 Bad inh,Mdm2 ligase inh,Rad51 HR inh
CC(CN1CCCCC1)NC(=O)c1cc(-c2ccccn2)nc2ccc(Cl)cc12 (stereo not drawn),-4,2,-8,-19,-6,5,-2,-15,11
CCCCN(C(=O)c1ccco1)c1nnc(-c2cc(OC)c(OC)c(OC)c2)s1,-9,3,6[fluorescence artefact?],-2,-13,-1,-10[fluorescence artefact?],-2,-3
CC(C)(C)NNC(=S)Nc1ccc(S(=O)(=O)N2CCOCC2)cc1,1,-4,2,0,9,-1,-11,0,5
CC(C)(C)c1[nH]ncc1[N+](=O)[O-],1,0,-4,-5,3,0,-3,-3,-1
CN(C)/C=C/c1c(C#N)c(=O)ncn1Cc1ccccc1,32,2,3[fluorescence artefact?],-11,53*,-1,-8[fluorescence artefact?],-20,3
COc1cc(OC)cc(-c2cc3nc(C4CCN(C(=O)OC(C)(C)C)CC4)cc(=O)n3[nH]2)c1,2,-3,4,-2,15,-1,-17,-12,-8
COc1ccc(N(CC(=O)Nc2ccccc2C(=O)N2CCOCC2)S(=O)(=O)c2ccc(F)cc2)cc1,6,1,12,-11,5,1,-7[fluorescence artefact?],10,-1
COc1ccc(-c2csc(NC(=O)CCS(=O)(=O)c3ccccc3)n2)c(OC)c1,5,6,-2,2,10,-2,-8,-8,.
CCOC(=O)c1ccc[n+](C(C)C(=O)c2ccc(-c3ccccc3)cc2)c1 (stereo not drawn),3,4,27,2,6,3,8,11,-4
CCOC(=O)c1sc(NC(=O)/C=C/c2cnn(C)c2C)c(C(=O)OC(C)C)c1C,2,3,-4,-52,1,1,-6,-12,-4
CC(=O)NC(C)C(=O)OCc1ccc(Cl)cc1Cl (stereo not drawn),-8,3,5,-2,-4,-3,2,-17,7
CSCCC(NC(=O)c1ccccc1)c1nc(-c2ccccc2)no1 (stereo not drawn),3,-4,13,-16,12,-1,-1,3,-12
O=C1CCCc2c1nn(-c1ccccc1)[n+]2[O-],0,3,-5,-8,19,2,7,-5,-1
CCCS(=O)(=O)c1c(S(=O)(=O)CCC)c2c(N)cccn2c1C(=O)c1ccccc1,3,-7,9,2,5,-3,-5,-7,0
CC1=C(C(=O)OCC2CCCO2)C(c2ccc(C)o2)C2=C(CC(c3ccc(N(C)C)cc3)CC2=O)N1 (stereo not drawn),-1,-2,-2[fluorescence artefact?],-2,11,5,-16,-8,-4
CCN(CC)c1ccc(/C=N/n2c(=S)[nH]nc(C)c2=O)cc1,5,-4,2[fluorescence artefact?],8,9,0,-11,-4,4
CCCC12CN3CCN(CC(C3)/C1=N\NC(=O)c1ccccc1Cl)C2,1,3,-3,6,12,3,-17,10,-4
CCn1cc(C(=O)NC2CCCCC2)c(=O)c2cc(S(=O)(=O)N(C)C)ccc21,4,4,1,-11,13,3,10,-6,2
COc1ccccc1N1CCN(C(=O)CSc2nc(C)cc(=O)[nH]2)CC1,-10,-2,14,-11,14,0,-10,2,-11
CSCCC(NS(=O)(=O)c1ccc2c(c1)c(=O)n(C)c(=O)n2C)C(=O)NC1CCN(Cc2ccccc2)CC1 (stereo not drawn),2,3,0,.,7,-2,-4,-10,.

# In the list so far, 4 have a halogen:
SMILES,FXIa inh 1536,p97 inhibitor,eIF4E-4G inh,KLK5 inh,FXIIa inh 1536,Wee1 degr inh,14-3-3 Bad inh,Mdm2 ligase inh,Rad51 HR inh
CC(CN1CCCCC1)NC(=O)c1cc(-c2ccccn2)nc2ccc(Cl)cc12 (stereo not drawn),-4,2,-8,-19,-6,5,-2,-15,11
COc1ccc(N(CC(=O)Nc2ccccc2C(=O)N2CCOCC2)S(=O)(=O)c2ccc(F)cc2)cc1,6,1,12,-11,5,1,-7[fluorescence artefact?],10,-1
CC(=O)NC(C)C(=O)OCc1ccc(Cl)cc1Cl (stereo not drawn),-8,3,5,-2,-4,-3,2,-17,7
CCCC12CN3CCN(CC(C3)/C1=N\NC(=O)c1ccccc1Cl)C2,1,3,-3,6,12,3,-17,10,-4

# Continued.
SMILES,FXIa inh 1536,p97 inhibitor,eIF4E-4G inh,KLK5 inh,FXIIa inh 1536,Wee1 degr inh,14-3-3 Bad inh,Mdm2 ligase inh,Rad51 HR inh
COc1ccc(NC(=O)CN(Cc2ccccc2)S(C)(=O)=O)cc1OC,0,7,-2,-7,10,0,-10[fluorescence artefact?],-13,-3
Cc1cc(C)cc(NC(=O)C(=O)NCCCN2CCOCC2)c1,5,2,1,19,14,3,-13,1,.
Cc1cccc(NC(=S)N(CCN(C)C)C(C)c2ccccn2)c1 (stereo not drawn),11,2,-6,-17,-10,-4,-6,0,15
CCc1ccccc1NS(=O)(=O)c1ccc2c(c1)NC(=O)CC(=O)N2,2,-6,-4[fluorescence artefact?],-9,6,-3,16,-2,-17
CSCc1nnc(NC(=O)c2ccc(S(=O)(=O)N(CC(C)C)CC(C)C)cc2)o1,-11,8,-3,-209,2,3,-7,0,.
CCOC(=O)N1CCC(N2C(=O)c3ccccc3C2Nc2c(C)cccc2C)CC1 (stereo not drawn),1,6,3,-9,10,-3,-2,-7,.
CC1CC(OCC(O)CN2CCOCC2)CC(C)(C)C1 (stereo not drawn),-4,-6,-3,-13,11,-1,8[fluorescence artefact?],-6,26
CC(/C=N/NC(=O)CN1CCN(Cc2ccc(Cl)cc2)CC1)=C\c1ccco1,2,-1,4[fluorescence artefact?],-16,10,-3,-1[fluorescence artefact?],0,-1
C#CCNC(=O)C1=C[C@H](c2ccc(Br)cc2)C[C@H](OCc2ccc(CO)cc2)O1,2,5,-1,2,12,-2,0,.,-8
COCCn1nnnc1CN1CCC(C)CC1,2,5,4[fluorescence artefact?],-3,6,4,42[fluorescence artefact?],-10,3
COc1cc(C(=O)N(Cc2cccc(Cl)c2)C2CCS(=O)(=O)C2)cc(OC)c1OC (stereo not drawn),6,1,0[fluorescence artefact?],7,15,-2,-2,-19,-4
COc1ccc(-c2nc(CCNC(=O)c3cccs3)cs2)cc1,4,4,-4,-5,15,1,13,-15,-2
COc1ccccc1C1(O)CCN(C(=O)c2cccs2)CC1,-2,2,3,1,3,-1,-15,-9,.
CCN(CC)CCSc1nc(O)c(Cc2ccccc2)c(=O)n1-c1ccccc1,6,0,-4,-1,10,-4,-4,-6,7
COc1ccc(N2C(=O)CC(Sc3n[nH]c(-c4ccccc4)n3)C2=O)cc1 (stereo not drawn),3,8,0,2,6,-3,7,-14,.
C/C(CCC1CC(C)OC1=O)=N\NC(N)=S (stereo not drawn),-1,-3,-10,-3,6,2,-1,1,-3
COc1cc2cc(C(=O)O)[nH]c2c(OC)c1OC,5,4,1,-23,9,0,6,-10,-8
CCc1nc(SC)[nH]c(=O)c1C,7,5,-3,3,21,0,4[fluorescence artefact?],-3,-2
O=C(CSc1nc2ccccc2c(=O)n1CCCN1CCOCC1)Nc1cccc(S(=O)(=O)N2CCCCCC2)c1,4,0,12,-12,13,-1,-16,10,2
Clc1ccc2oc(-c3ccccn3)nc2c1,1,-3,-4,8,11,2,3,-20,-7
O=C(NC(=S)N1CCN(C2CCCCC2)CC1)c1ccccc1,-5,3,0,3,4,-5,-11,-1,0
O=C(NCc1ccccn1)c1cc(-c2ccccc2)on1,1,3,0,-10,12,-2,5,-2,3
O=C(Nc1nc(-c2ccccn2)cs1)C1COc2ccccc2O1 (stereo not drawn),6,2,-1,-77,15,-2,4[fluorescence artefact?],-50,-9
Cc1ncc([N+](=O)[O-])n1CCOC(=O)c1ccccc1,11,3,2,-4,7,0,0,-9,8
COc1ccc(-c2noc(CCC(=O)N3CCC(C)CC3)n2)cc1,3,-3,-3[fluorescence artefact?],5,15,-2,3[fluorescence artefact?],-14,1
Cc1ccc(C)c(-n2cc(CNC(C)Cn3cncn3)c(-c3ccccc3)n2)c1 (stereo not drawn),2,2,1,2,7,0,-2,-13,.
COC(=O)CN1C(=O)N/C(=C/c2cc(Cl)c(OC)c(OC)c2)C1=O,-5,0,0,-6,2,0,1,6,4
CN1CCN(C(=O)c2cc(COc3ccc(F)cc3Cl)on2)CC1c1ccccc1 (stereo not drawn),4,-2,3,.,7,2,-8,-12,14
O=S(=O)(c1ccccc1)N1CCN(c2ccnc3cc(Cl)ccc23)CC1,-2,-4,-1,-1,7,-1,71*,-6,-7
O=c1[nH]c(-c2ccc(F)cc2)nc2c1sc(=S)n2-c1ccccc1,13,-4,-1[fluorescence artefact?],2,3,1,-6[fluorescence artefact?],-25,25
O=C(Nc1cccnc1)c1ccc(Oc2ccccc2)cc1,-15,-3,-3,2,5,7,-3,-15,-3
COCCOC(=O)c1c(C)oc2cc(Br)c(OCC(N)=O)cc12,4,-2,8,-8,7,11*,-13,14,7
CC(C)c1ccc(-c2nnn(Cc3nc4ccccc4s3)n2)cc1,-1,-9,4,10,-2,-2,2,-12,0
Cc1nc2ccccc2c2c1C(=O)N(C(C)C)C2=O,-4,-1,-9,-5,11,-1,3,-14,2
Cc1cc(C)cc(NC(=O)C(c2ccccc2)N2CCCC2)c1 (stereo not drawn),15,2,3,-11,11,0,7,-6,13
CN(C)c1ccc(/C=N/n2c(-c3ccccc3Br)n[nH]c2=S)cc1,2,1,-3,-5,6,1,-7,-8,-4
Cc1ccc(OCC(=O)N2CCN(S(=O)(=O)c3ccc(Cl)cc3)CC2)c([N+](=O)[O-])n1,0,1,1[fluorescence artefact?],-8,6,4,-6,-13,9
CCN(CC)S(=O)(=O)c1ccc(C(=O)OCn2c(SC)nnc(C)c2=O)cc1,1,1,2,-13,6,2,-9,-3,-29
O=C(COC(=O)C1CC1)Nc1ccc2[nH]c(=O)[nH]c2c1,1,2,8,2,11,6,0,-3,-6
COc1ccc(/C=C/C(=O)NCCc2ccc(OC)c(OC)c2)cc1,-5,-2,2,-5,4,0,11,0,.
CC(C)NC(=O)CN(C)S(=O)(=O)c1ccc(F)cc1,1,4,5,-7,12,-3,4,-17,-6
O=S(=O)(NC1=NCCCCC1)c1ccc(Cl)cc1,-1,2,2,2,7,0,-3,10,-6
CCN1C(=O)c2cccc3c(S(=O)(=O)NCc4ccco4)ccc1c23,1,6,2,-53,1,2,0,-18,1
c1coc(-c2nc3c([nH]2)CCc2nonc2-3)c1,-1,4,-3,-3,16,3,-3,-11,4
CC(=O)c1c(COC(=O)c2ccccc2)nc2ccccc2[n+]1[O-],5,2,-7,1,12,-1,-12,-5,-3
Clc1ccc(CNC23CN4CN(CN(C4)C2)C3)c(Cl)c1,1,1,0,-16,8,2,-5,-5,.
